# Screening data (PubChem BioAssay)
# CXCR6 block = inhibitors of human CXCR6 receptor; O00574; CHO-K1 PathHunter CXCR6 beta-arrestin, luminescence; inhibition, % at 20 µM; hit rate 0.36% among 360,000; AID 602244; in the data active = inhibition above about 34%, passing the limit was not always enough;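 note: antagonist mode with CXCL16 agonist at 10 nM final; 0% = 10 nM CXCL16 with DMSO and 100% = unstimulated wells without agonist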
# Target sequence (O00574 whole entry, looked up): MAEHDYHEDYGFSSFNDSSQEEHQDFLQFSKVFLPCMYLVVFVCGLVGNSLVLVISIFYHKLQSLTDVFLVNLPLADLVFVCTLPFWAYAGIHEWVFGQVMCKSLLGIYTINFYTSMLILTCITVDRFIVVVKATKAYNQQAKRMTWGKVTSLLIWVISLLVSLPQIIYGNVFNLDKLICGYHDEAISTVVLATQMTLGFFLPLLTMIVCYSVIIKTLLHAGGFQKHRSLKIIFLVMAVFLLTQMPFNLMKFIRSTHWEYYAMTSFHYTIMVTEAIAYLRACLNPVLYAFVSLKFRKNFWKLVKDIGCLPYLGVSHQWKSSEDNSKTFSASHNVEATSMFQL
# Gli-Sufu antag = antagonists of Gli-Sufu signaling; hit rate 0.74% among 340,000; AID 588413; Sufu-KO-LIGHT fibroblasts, Gli luciferase reporter luminescence; inhibition, % at 5 µM;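 active = inhibition above about 55%, limit read from the data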;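 note: 0% = DMSO-treated cells and 100% = wells with medium but no cells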
# APOBEC3A inh = blocks human APOBEC3A ssDNA deamination; P31941; recombinant A3A, FAM/TAMRA ssDNA deamination fluorescence; inhibition, % at 20 µM; hit rate 0.41% among 330,000;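 active = at least 40% inhibition at 20 µM here, with at most 30% in a related deaminase screen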;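 note: plate controls were A3A with DMSO for no effect and wells lacking A3A enzyme for full effect; some results filed as inactive read as strong as hits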
# Target sequence (P31941 whole entry, looked up): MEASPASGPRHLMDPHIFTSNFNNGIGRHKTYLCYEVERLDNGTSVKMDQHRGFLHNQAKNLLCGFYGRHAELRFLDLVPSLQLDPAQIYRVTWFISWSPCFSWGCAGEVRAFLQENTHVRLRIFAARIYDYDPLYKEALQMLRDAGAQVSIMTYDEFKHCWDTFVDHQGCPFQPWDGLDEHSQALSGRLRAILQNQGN
# EBI2 block = blocks human EBI2 receptor beta-arrestin signaling; P32249; EBI2 beta-arrestin recruitment, luminescence, 7a,25-OHC stimulated; inhibition, % at 5 µM; hit rate 0.81% among 360,000; in the data active = inhibition above about 38%;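 note: enzyme fragment complementation signal reports receptor beta-arrestin coupling in cells; 0% = agonist plus DMSO wells and 100% = wells without agonist; some results beyond the cut were filed as inactive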
# Target sequence (P32249 whole entry, looked up, the tested form may be a part): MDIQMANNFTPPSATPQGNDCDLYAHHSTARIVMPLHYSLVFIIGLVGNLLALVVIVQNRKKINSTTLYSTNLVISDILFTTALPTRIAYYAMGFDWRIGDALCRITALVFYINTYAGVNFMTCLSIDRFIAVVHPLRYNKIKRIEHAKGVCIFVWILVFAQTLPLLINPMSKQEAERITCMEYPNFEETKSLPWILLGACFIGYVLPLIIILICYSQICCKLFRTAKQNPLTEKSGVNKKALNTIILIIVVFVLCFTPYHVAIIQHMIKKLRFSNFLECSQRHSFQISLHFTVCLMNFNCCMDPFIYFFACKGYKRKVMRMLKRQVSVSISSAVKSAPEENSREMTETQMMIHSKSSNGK
# GRIN3A LBD mod = NR3A (human) ligand-binding domain modulation; hit rate 2.5% among 340,000; Tm shift relative to glycine control, % at 25 µM; NR3A LBD differential scanning fluorimetry, Tm shift; 0% = protein alone, 100% = glycine-bound protein;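 active = melting temperature shift of at least 10% of the positive control shift, at one fixed dose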
# A3G deaminase = blocks human APOBEC3G single-stranded DNA deamination; inhibition, % at 20 µM; hit rate 0.28% among 330,000; Q9HC16; recombinant A3G, ssDNA deamination FAM/TAMRA fluorescence; AID 493012;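 active = inhibition of at least 40% at 20 µM, with no more than 30% in the related APOBEC3A deaminase screen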;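 note: plate controls were DMSO wells with A3G for no effect and wells lacking A3G enzyme for full effect; some compounds called inactive have numbers as strong as hits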
# MPTP inh = permeability transition pore inhibition. isolated mouse mitochondria, Ca2+ swelling absorbance, 30 min. inhibition, % at 10 µM. hit rate 1.4% among 360,000. AID 602449;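 active = inhibition of 50% or more, scaled per plate between neutral and stimulator controls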;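 note: 0% = DMSO wells given calcium and 100% = 1 mM EGTA wells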
# CCR6 antag = blocks CCL20-driven beta-arrestin recruitment at human CCR6; CHO-K1 CCR6 PathHunter beta-arrestin, luminescence, CCL20-stimulated; inhibition, % at 20 µM; hit rate 0.49% among 340,000;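 active = compounds whose inhibition of the agonist-driven luminescence signal at 20 µM reaches about 50%, limit read from the data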;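 note: cells stimulated with CCL20 at 14 nM final; plate controls were DMSO with CCL20 for no effect and DMSO without agonist for full effect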
# Starred values were filed as active, the others as inactive.
structure	GRIN3A LBD mod	A3G deaminase	CXCR6 block	Gli-Sufu antag	APOBEC3A inh	CCR6 antag	EBI2 block	MPTP inh
CCOC(=O)C1=C(C)NC(=O)NC1c1cc(C)sc1C (centres undefined)	0.5	-2.7	-6.1	3.7	0.3	-5.3	-10.4	0.5
CC(C)Cn1c(-c2csc3ccccc23)n[nH]c1=S	-1.1	13.0	12.7	0.5	-1.9	11.0	-11.2	-1.9
CCCNC(=O)c1onc(CSc2ccc(Cl)cc2)c1C(=O)NC(C)C	3.6	-3.9	-2.4	-8.4	-2.5	12.7	-10.5	-0.8
CC1=NN(c2ccccc2)C(=O)/C1=C/c1cccs1	1.7	-4.1	5.8	-1.3	-1.0	8.9	14.8	20.9
CCN1C(=O)C(CC(=O)NCc2ccc(Cl)cc2)N(CC)C1=O (centres undefined)	1.4	-4.0	5.0	0.0	1.2	-18.4	-6.0	0.4
Cc1ccc(CNC(=O)[C@]2(C)CCC[C@@]3(C)C4CC[C@@]5(C)C[C@]4(CCC32)CC5=O)cc1 (some centres undefined)	-2.8	-6.5	1.0	-1.9	-2.9	0.4	3.9	0.4
O=C(CN1C(=O)CCC1=O)c1ccc(-c2ccccc2)cc1	-1.5	0.3	-17.0	-29.0	-0.7	-1.5	-4.9	-1.8
C/C(=N\NC(=O)c1cc(-c2cccc(OC(C)C)c2)nc2ccccc12)c1cccnc1	0.7	-8.3	-7.7	-30.9	-1.4	-2.6	-4.6	-1.2
CC1CCN(c2ccc(S(=O)(=O)N3CCC(C)CC3)cc2N)CC1	-0.9	-0.9	-5.4	39.8	-2.6	21.7	8.5	68.7*
COc1c2ccccc2c(OC)c2ccccc12	-15.5	-2.0	-19.0	-9.6	0.5	-9.6	15.9	0.3
CC(=O)c1ccc(NC(=O)Cn2cnc(S(=O)(=O)N3CCCCC3)c2)cc1	0.5	1.3	8.3	-13.9	2.8	1.6	1.2	0.8
N#Cc1nc(-c2ccco2)oc1N1CCN(c2cccc(Cl)c2)CC1	-3.9	2.0	9.9	7.8	1.5	9.0	0.9	-0.5
CCOc1ccc(NC(=O)CN2CCN(CC(=O)Nc3ccc4c(c3)OCO4)CC2)cc1	-0.2	-5.3	-0.6	5.6	-2.1	1.5	8.9	2.3
O=C1N(Cc2cccc(Cl)c2)C[C@@H]2C[C@@H](c3cccn3-c3cccnc3)N3CCC[C@@]123	-1.0	1.6	3.0	15.1	5.3	13.9	21.0	-1.6
COC(=O)[C@@]12CCCCN1[C@H](c1ccc(-c3ccc(F)cc3)cc1)[C@@H]1C(=O)N(C)C(=O)[C@@H]12	1.0	1.7	-5.0	-10.0	4.8	11.2	2.2	3.1
COc1ccccc1NC(=O)CCn1c(=O)c2cccn2c2ccccc21	0.7	-4.8	12.3	-13.0	-5.5	7.3	1.9	0.5
O=C(Cn1cccc1C(=O)c1ccccc1)NCc1ccco1	-2.5	-7.8	9.4	-1.9	-22.6	9.0	-10.5	0.8
CN(C)C=Nc1nonc1N	-1.7	-7.5	3.7	0.1	-3.8	10.5	-4.1	0.6
NC(=O)COC(=O)/C=C/c1cccc(Br)c1	-1.4	-6.6	-4.3	6.2	-0.8	5.6	-0.7	-1.1
CCN(CC)S(=O)(=O)c1ccc(-c2nnc(SCC(C)=O)o2)cc1	-0.9	-7.4	1.1	-0.2	-3.1	-9.2	-3.9	1.7
Cc1ccc(S(=O)(=O)N2CCC(C(=O)NNC(=O)c3ccc(F)cc3)CC2)cc1	-2.7	-0.2	11.7	3.7	1.0	0.2	-11.4	-1.2
CCN(CC)S(=O)(=O)c1ccc(N2CCCC2)c(NC(=O)c2nn(C)c(=O)c3ccccc23)c1	-0.9	-6.6	5.9	-14.4	-1.8	14.6	8.8	-1.9
COc1ccc(OC)c(C2N(c3cc(C)on3)C(=O)C3CCCN32)c1 (centres undefined)	-0.8	1.8	-4.3	2.0	1.2	0.3	-8.4	-0.4
Cc1cc2c(C)nc(-c3ccccc3)nc2o1	1.8	-1.3	4.6	-48.5	-1.3	-8.2	-6.8	-0.5
CC(C)(C)c1cc[n+](/C(C(=S)Nc2ccccc2F)=C(/[O-])c2ccc3c(c2)OCCO3)cc1	0.1	-3.5	-4.7	-4.4	-0.7	9.7	-3.9	0.0
COc1ccc(C(=S)Nc2ccccc2)cc1	-0.9	-10.1	5.4	-3.0	-0.4	2.1	-3.1	-9.6
CC(C)C(C)(C#N)NC(=O)CSc1nc(C2CCCCC2)n(-c2ccccc2)n1 (centres undefined)	-1.6	-2.9	-9.1	-1.4	0.0	14.1	5.7	0.6
C=CCc1ccccc1OCC(O)Cn1ccnc1C (centres undefined)	-1.9	-0.8	-4.3	7.3	-2.7	3.1	1.5	0.3
CCC1(c2ccccc2)NC(=S)N(c2ccc(C)c(C)c2)N1 (centres undefined)	-2.5	10.0	0.2	3.5	-6.5	0.4	5.4	-0.1
CCCOc1ccc(/C=C/C(=O)Nc2ccc([N+](=O)[O-])cc2C)cc1OC	-1.6	-2.8	9.2	6.8	-1.3	5.2	3.6	13.3
COc1cccc(CN2CCN(Cc3ccc(OC)c(OC)c3)CC2CCO)c1 (centres undefined)	-1.1	-2.8	-9.1	18.8	-1.5	2.5	4.6	0.0
COc1cccc(C(=O)OCC(=O)Nc2cc(C)c(C)cc2[N+](=O)[O-])c1	-1.3	-7.1	-9.7	-11.3	-1.6	11.9	7.9	-1.1

# 2 records picked at random from the list so far, as already listed:
structure	GRIN3A LBD mod	A3G deaminase	CXCR6 block	Gli-Sufu antag	APOBEC3A inh	CCR6 antag	EBI2 block	MPTP inh
COc1c2ccccc2c(OC)c2ccccc12	-15.5	-2.0	-19.0	-9.6	0.5	-9.6	15.9	0.3
CCN1C(=O)C(CC(=O)NCc2ccc(Cl)cc2)N(CC)C1=O (centres undefined)	1.4	-4.0	5.0	0.0	1.2	-18.4	-6.0	0.4

# The list continues:
structure	GRIN3A LBD mod	A3G deaminase	CXCR6 block	Gli-Sufu antag	APOBEC3A inh	CCR6 antag	EBI2 block	MPTP inh
N#Cc1c(C(F)(F)F)cc(-c2ccccc2)nc1SCCN1CCOCC1	-10.0	-7.1	5.2	10.2	-4.9	8.2	-5.7	1.0
COc1cccc(/C=C/C(=O)Nc2ccccc2N2CCOCC2)c1	-2.7	-6.5	4.5	-16.4	-3.9	9.1	1.8	10.7
COc1ccc(C(=O)OCC(=O)Nc2ccc(F)c(F)c2)cc1OC	3.5	14.2	-7.5	-6.6	4.1	-0.2	-6.0	-1.1
CCN(CCCNC(=O)CN1C(=O)COc2ccccc21)c1ccccc1	-0.6	-0.9	1.7	4.2	-3.5	4.6	2.9	1.7
Cc1cc(C)nc(N(C#N)Cc2cccc3ccccc23)n1	0.1	0.3	7.6	5.5	1.7	9.4	10.3	1.7
CCN(CC)CCNCC(O)(c1ccc(Cl)cc1)c1ccc(Cl)cc1	2.5	-0.4	9.5	18.7	0.8	11.8	-1.7	6.1
C=CCn1cccc(C(=O)Nc2cc(OC)ccc2OC)c1=O	-1.5	-6.1	-7.8	3.7	-0.5	9.2	13.6	0.1
O=C(N/N=C/c1c[nH]c2ccccc12)C1CC(=O)N(c2ccccc2)C1 (centres undefined)	-2.1	-6.9	-2.0	-0.6	-3.4	15.7	6.3	0.9
CC(NC(=O)c1cc(-c2ccncc2)nc2ccc(Br)cc12)C1CCCO1 (centres undefined)	1.8	-3.1	1.4	8.3	-0.8	1.8	13.3	1.0
CCCCN(C(=O)c1cccc(S(=O)(=O)N2CCN(C)CC2)c1)c1c(N)n(CCC)c(=O)[nH]c1=O	-1.9	-6.1	-3.3	-1.0	-2.2	0.0	-11.4	0.7
CCc1cc(/C(Cc2cscn2)=N\O)c(O)cc1O	4.2	1.1	-3.2	2.4	2.2	-5.6	-4.5	5.5
Clc1ccccc1CSc1nnc(-c2cccnc2)n1Cc1ccco1	-2.6	-10.0	0.4	7.5	-4.1	13.5	10.5	-0.9
O=C(Oc1ccc(Cl)cc1)N1CCCCC1	0.6	-2.2	4.5	-60.4	2.2	-7.5	-0.5	3.0
CCOC(=O)CNC(=S)N(CCCN1CCCCC1)Cc1cccs1	-2.5	1.5	-1.5	17.0	-1.3	5.9	-10.3	0.1
Cc1oc2c(c(C)cc3oc(=O)c(CC(=O)N[C@H](C(=O)O)C(C)C)c(C)c32)c1C	0.0	-5.1	-2.0	10.4	-1.2	7.8	8.8	0.0
C=CCn1c(SCC(=O)c2c(N)n(C)c(=O)n(C)c2=O)nc2sc(C)c(C)c2c1=O	-0.8	-4.1	1.7	-6.2	2.3	2.6	3.8	0.9
CCOC(=O)C1=C(C)NC(=O)NC1c1cc(Br)c(O)c(OC)c1 (centres undefined)	0.5	-2.6	4.9	0.5	-2.9	-6.2	2.3	1.2
CC(C)(C)N(Cc1ccccc1)C(=O)COC(=O)CN1C(=O)NC2(CCCC2)C1=O	0.5	-4.9	-1.7	-3.6	0.8	6.6	-9.2	0.2
Cc1ccccc1C(=O)Nc1nnc(-c2ccncc2)o1	-0.2	-4.1	-7.8	-5.5	-1.5	16.0	-7.7	-0.1
CCOC(=O)c1cc(-c2ccccc2)sc1NC(=S)Nc1cc(C)ccn1	-0.5	-1.1	15.9	-3.5	-0.2	25.4	13.9	0.6
COc1cc(OC)c(C(=O)Nc2ccccc2-c2ccccc2)cc1OC	11.5*	-4.0	7.5	0.1	-2.1	29.8	3.4	1.5
Cc1cc(C)c(C(=O)NC2CC(C)(C)Cc3c2cnn3-c2cccc(F)c2)[nH]1 (centres undefined)	-0.9	-8.2	4.6	13.7	-4.0	23.2	2.3	-0.6
O=C(NNC(=O)c1ccccc1-c1ccccc1C(=O)O)c1cccc([N+](=O)[O-])c1	-2.2	-4.2	-4.1	3.2	0.5	-4.8	-3.8	5.4
CCN(CC)c1ncnc2sc(C(=O)N3CCN(c4ccc(OC)cc4)CC3)c(C)c12	-2.7	-6.0	-3.7	1.7	-3.3	12.3	-4.9	-3.6
Cn1ncc(Cl)c1C(=O)NC(=S)Nc1sc2c(c1C#N)CCCCC2	13.2*	-4.6	6.0	-7.5	-7.0	7.0	-4.0	90.0*
COc1ccc(S(C)(=O)=O)cc1S(C)(=O)=O	-3.4	-3.8	33.3	-9.1	-1.6	6.9	3.0	-0.5
COc1cc(-c2nc3ccccn3c2NCc2ccccc2)ccc1SC1CCCCC1	-5.3	-11.4	-7.2	-11.5	-9.0	-2.0	24.2	8.2
COc1ccc(N2CCN(CC(O)c3c[nH]c4ccc(OC)cc34)CC2C)cc1 (centres undefined)	-3.4	-7.0	4.3	7.6	-4.4	-15.4	5.3	1.2
N#CCCN(C(=O)COC(=O)c1ccc(S(=O)(=O)N2CCCCCC2)cc1)c1ccccc1	2.5	-2.7	-1.0	-4.0	1.1	10.3	7.5	0.1
C=CCN(C(=O)c1csnn1)C(C(=O)NC1CCCC1)c1ccccc1F (centres undefined)	-0.3	15.9	6.1	-25.2	-1.3	18.9	4.1	-0.9
Cc1ccc(NC(=S)NC(=O)c2ccc(F)cc2)cc1S(=O)(=O)Nc1ccccc1Cl	3.5	0.4	16.4	-1.1	3.8	26.8	10.1	3.0
COc1ccc(CCCc2nnc(SCc3nc4ccccc4c(=O)[nH]3)n2C)cc1	0.6	-5.3	5.4	0.8	4.0	9.7	-1.7	-1.1
O=c1c2c(nc3cc(-c4cccc(Cl)c4)[nH]n13)CCCC2	-6.5	-9.7	-23.3	-54.9	3.2	8.8	-3.8	17.6
COc1ccc(OC)c(NC(=O)COC(=O)C2CCC2)c1	3.2	-5.9	-0.5	0.3	-2.1	-1.0	-13.9	1.7
